Compound activity as filed in PubChem BioAssay.
KB-3-1 tox = kills parental KB-3-1 adenocarcinoma cells | KB-3-1 viability, CellTiter-Glo ATP luminescence, 72 h | Potency, µM (doses to about 46.1 µM), for the others: at the top dose activity change, negative = cytotoxic, hits mostly cytotoxic | hit rate 1.4% among 400,000 | AID 1347075; further: potency means the concentration at half of the fitted maximal effect; on the % scale 0 is the no-effect control and ±100 the full control effect; nearly all actives have a fitted effect of over 60% in size
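Cytotoxicity in the drug-sensitive parental line KB-3-1 was scored as loss of CellTiter-Glo luminescence following 72 h incubation with compound. Values come from curve fitting of normalized concentration-response data.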
SW480 rereplic = inducers of DNA re-replication in SW480 colon cancer cells. SW480 DNA re-replication, Hoechst DNA content imaging, 48 h. hit rate 1.8% among 340,000. Potency, µM (titrated, usually from 46.1 µM), without a hit: top-dose re-replication activation, most hits filed as activators; further: potency means the concentration at half of the fitted maximal effect; % of control where 0% means no effect; nearly all actives have a fitted effect of over 55% in size
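Quantitative HTS format with DMSO vehicle controls; 48 hr drug incubation at 37 C, then 40 min Hoechst staining and scanning imager measurement at 405 nm excitation.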
MCF10A rerep = inducers of DNA re-replication in MCF 10A breast cells; MCF 10A DNA re-replication, Hoechst nuclear intensity, 48 h; Potency, µM (top dose mostly 46.1 µM), inactives show top-dose activity, positive = re-replication, usual class: activators; hit rate 2.9% among 350,000; further: potency means the concentration at half of the fitted maximal effect; % of control where 0% means no effect; nearly all actives have a fitted effect of over 50% in size
HT1080 IDH1KD tx = toxicity to HT-1080 IDH1 knockdown cells (counter line); Potency, µM (top dose mostly 46.1 µM), for the others: top-dose activity, negative = toxicity, usual class: cytotoxic; hit rate 2% among 360,000; HT-1080 IDH1 knockdown viability, ATP luminescence, 48 h;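 further: potency means the concentration at half of the fitted maximal effect; 0% = DMSO wells and -100% = cell-free medium wells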
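Cytotoxicity counter-line: IDH1KD HT-1080, 48 h, CellTiter-Glo. Curves classed by r2, magnitude and activity.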
S2 tox = reduces viability in counter-screen for ATXN expression inhibitors; S2 cells (HEK-293 line with an ATXN2-luciferase reporter) viability, CellTiter-Fluor protease fluorescence, 24 h; Potency, µM (doses to about 56.7 µM), most hits filed as cytotoxic; hit rate 0.49% among 400,000; further: potency means the concentration at half of the fitted maximal effect; nearly all actives have a fitted effect of over 40% in size
IL-1B inflam inh = blocks inflammasome-driven IL-1 beta release | activity change, % at 57.5 µM | THP-1 LPS/ATP IL-1B secretion, AlphaLISA, 16 h; hits give low values | hit rate 4.7% among 360,000; in the data active means activity change below about -50%; inconclusive means mostly about -30% to -49%; further: on the % scale 0 is the no-effect control and ±100 the full control effect
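Secreted IL-1B measured by AlphaLISA bead assay after 16 h compound exposure of THP-1 cells; compounds (final up to 57.5 uM) added 1 h before LPS (250 ng/mL) and ATP (1.25 mM) stimulation; lower signal means less secretion.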
HT1080NT lethal = kills 2HG-producing HT-1080-NT fibrosarcoma cells | HT-1080-NT fibrosarcoma viability, CellTiter-Glo ATP luminescence, 48 h | Potency, µM (series often up to 46.1 µM), without a hit: at the top dose activity, negative = less viability, actives largely listed as cytotoxic | hit rate 1.6% among 360,000 | AID 686970;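 further: NT is the 2HG producing partner of a matched IDH1 knockdown line; potency means the concentration at half of the fitted maximal effect; 0% = DMSO-treated cells and -100% = media-only wells without cells; nearly all actives have a fitted effect of over 55% in size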
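Viability by CellTiter-Glo luminescence after 48 h compound exposure at 37C of HT-1080-NT cells (750/well, RPMI, 5% FBS). % activity scaled between DMSO wells and medium-only wells, then curve-fitted and categorized by curve class.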
ATXN2 expr inh = ATXN2 expression inhibition; Potency, µM (series often up to 57 µM), for the others: at the highest dose activity change, negative = inhibition, usual class: inhibitors; hit rate 0.72% among 360,000; HEK-293 ATXN2-luciferase reporter, luminescence, 24 h; further: potency means the concentration at half of the fitted maximal effect; on the % scale 0 is the no-effect control and ±100 the full control effect; nearly all actives have a fitted effect of over 55% in size
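ATXN2-luciferase reporter cells (luciferase flanked by upstream and downstream ATXN2 gene portions) were treated 24 h at 37 °C with compounds at up to 57 uM. SteadyGlo luminescence gave expression; GF-AFC fluorescence gave viability.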
KB-V1 MDR tox = kills drug-selected multidrug resistant KB-V1 cells; KB-V1 MDR cells viability, CellTiter-Glo, 72 h; Potency, µM (titrated, usually from 46.1 µM), for the others: at the highest dose activity change, negative = cytotoxicity, most hits filed as cytotoxic; hit rate 3.4% among 400,000; further: potency means the concentration at half of the fitted maximal effect; on the % scale 0 is the no-effect control and ±100 the full control effect; nearly all actives have a fitted effect of over 60% in size
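Cytotoxicity via CellTiter-Glo luminescence after 72 h compound exposure at 37 degrees C. Cells: drug-selected KB-V1 line, DMEM phenol-red free plus 10% FBS. Compounds tested at multiple concentrations; normalized data fitted to concentration-effect curves.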
* = called active by the depositor; i = inactive; u = inconclusive; x = no result given; [ ] = remark or other dose. Unless noted, the call rests on the fitted dose curve; in most records, active means well fitted curve in the direction sought with a large enough effect; inconclusive means small, poorly fitted or top-dose-only effect, or another doubt; inactive means no such curve, though single readings can be large; an effect the other way counts as inactive or inconclusive. This is a random part of the collection; any-hit rate near 11%.

SMILES	KB-3-1 tox	SW480 rereplic	MCF10A rerep	HT1080 IDH1KD tx	S2 tox	IL-1B inflam inh	HT1080NT lethal	ATXN2 expr inh	KB-V1 MDR tox
COc1ccc(C(=O)Nc2ccccc2C(=O)NCc2cccnc2)cc1	x	u	4%	u	i	-29	u	-1%	x
CCOC(=O)CSc1ccc2ccccc2n1	-4%	-1%	-2%	4%	i	3	2%	10%	-4%
COc1ccc(C2C(C#N)=C(N)Oc3cc(O)ccc32)cc1Cl (centres undefined)	0%	-3%	7%	2%	i	-8	-12%	x	-10%
O=S(=O)(Nc1ncnc2sc3c(c12)CCC3)c1ccc2ccccc2c1	-12%	0%	17%	-8%	i	18	1%	7%	-5%
CCc1ccc(Oc2nc([N+](=O)[O-])nn2C)cc1	-2%	-2%	-6%	20%	i	-7	24%	-32%	-22%
CS(=O)(=O)N(Cc1ccco1)CC(O)Cn1cc(C=O)c2ccccc21 (centres undefined)	-4%	-4%	-27%	-7%	i	4	-9%	-10%	0%
COc1ccc(CNc2cc(NCCCO)c([N+](=O)[O-])c3nonc23)cc1	-12%	-6%	3%	-8%	u	35	-28%	u	-16%
CC1CC(OC(=O)C2CCN(S(=O)(=O)c3ccc(F)cc3)CC2)C(=O)O1 (centres undefined)	11%	-110%[inhibitor]	2%	3%	i	21	2%	1%	13%
Cc1ccc(C(C)C)c(OCC(=O)Nc2ccccc2N2CCN(C)CC2)c1	u	-1%	u	u	u	-59*	u	u	u
Cc1ccc(S(=O)(=O)N2[C@@H](c3ccc(Cl)cc3)C(C(=O)O)=C[C@H]2C(C)(C)C)cc1	3%	-6%	-24%	-4%	i	32	0%	1%	13%
COc1ccc(S(=O)(=O)N2CCCCCC2)cc1NC(=O)Cc1ccccc1F	2%	-11%	7%	0%	i	21	-1%	x	u
S=c1[nH]nc(CSCc2ccccc2Cl)n1-c1ccccc1	1%	-7%	-6%	u	x	-13	-1%	x	16%
COc1ccccc1-c1cnc(C(O)c2ccc(C)cc2)[nH]1 (centres undefined)	0%	x	x	-18%	i	0	-6%	59%[activator]	2%
CCSc1nc(CC)c2c(c1C#N)CCCC2	12%	0.52µM*	-4%	14%	i	9	-3%	7%	-18%
Clc1ccccc1Nc1nc2ccccc2o1	-2%	4%	-3%	-13%	i	32	-6%	85%[activator]	-6%
COc1ccccc1CNC(=O)COC(=O)c1ccc2c(=O)n3c(nc2c1)CCCCC3	-22%	8%	0%	-2%	i	-8	-2%	5%	0%
O=C(NC1CCCCC1)C12CC3CC(C1)CC(n1cncn1)(C3)C2	5%	9%	5%	11%	i	-4	7%	-2%	-19%
Cc1ccc(CNC(=O)CN2C(=O)CSc3ccc(S(=O)(=O)N4CCC(C)CC4)cc32)cc1	u	-7%	8%	-12%	u	u	1%	3%	u
Cc1nn(-c2ccccc2)c(N2CCCC2)c1C=O	-1%	-51%[inhibitor]	5%	-7%	i	-6	-12%	x	-6%
COc1ccccc1C(NC(C)=O)c1c(O)ccc2ccc(O)cc12 (centres undefined)	-3%	-7%	0%	-2%	i	u	-3%	-3%	12%

Three entries already listed, sorted by formula weight, high to low:
SMILES	KB-3-1 tox	SW480 rereplic	MCF10A rerep	HT1080 IDH1KD tx	S2 tox	IL-1B inflam inh	HT1080NT lethal	ATXN2 expr inh	KB-V1 MDR tox
COc1ccc(S(=O)(=O)N2CCCCCC2)cc1NC(=O)Cc1ccccc1F	2%	-11%	7%	0%	i	21	-1%	x	u
CC1CC(OC(=O)C2CCN(S(=O)(=O)c3ccc(F)cc3)CC2)C(=O)O1 (centres undefined)	11%	-110%[inhibitor]	2%	3%	i	21	2%	1%	13%
COc1ccccc1-c1cnc(C(O)c2ccc(C)cc2)[nH]1 (centres undefined)	0%	x	x	-18%	i	0	-6%	59%[activator]	2%

(cont.)
SMILES	KB-3-1 tox	SW480 rereplic	MCF10A rerep	HT1080 IDH1KD tx	S2 tox	IL-1B inflam inh	HT1080NT lethal	ATXN2 expr inh	KB-V1 MDR tox
CCOC(=O)CCn1cnc2ccc([N+](=O)[O-])cc2c1=O	-1%	-6%	-6%	4%	i	-9	14%	4%	2%
CC(NC(=O)CNC(=O)C(Cc1ccccc1)NC(=O)OCc1ccccc1)C(N)=O (centres undefined)	-1%	-4%	-1%	1%	x	17	-1%	x	19%
C#Cc1cccc(Nc2nc(NC(C)C)nc3ccsc23)c1	0%	x	x	21µM*	x	-24	u	u	u
CC(C)CCNC(=O)CC1Nc2c3ccccc3nc(=S)n2C1=O (centres undefined)	19%	-4%	-1%	3%	x	0	7%	x	0%
CC(C)N1CCN(C(=O)c2ccc(NC(=O)c3ccc(Br)o3)cc2)CC1	9%	1%	1%	13%	i	-8	u	10%	u
CCCCSc1nc(NCc2ccco2)c2c3c(sc2n1)COC(C)(C)C3	-7%	-7%	17%	-10%	i	11	-3%	7%	0%
Cc1cc(C)cc(NC(=O)c2ccc(N3C(=O)C4CCCCC4C3=O)cc2)c1 (centres undefined)	x	0%	8%	-5%	i	9	-7%	-3%	x
CCCCN(C)CCOc1ccccc1OCC	-13%	1%	-9%	0%	i	1	-6%	-9%	u
Cc1ccc(-c2nc3cc(C)c(Br)c(C)n3c2Cc2cccc(Cl)c2)cc1	-8%	x	x	-11%	i	31	-2%	12%	34%
COC(=O)c1ccc2nc(-c3ccc(F)cc3)c(CC3CCCCC3)n2c1	-7%	x	x	-1%	i	45	-12%	9%	u
Cn1c(=O)c2c(nc(CN3CCc4ccccc4C3)n2Cc2ccc(Cl)cc2)n(C)c1=O	-4%	3%	u	5%	i	10	-1%	3%	4%
Cc1ccc(S(=O)(=O)N2[C@@H](c3ccc(Cl)cc3)C(C(=O)O)=CC[C@H]2c2ccc3c(c2)OCO3)cc1	2%	3%	-5%	-10%	i	34	-7%	7%	u
CC1CCN(S(=O)(=O)c2ccc(C(=O)N3CCCC3C(=O)O)cc2)CC1 (centres undefined)	15%	-3%	2%	-6%	i	-9	-3%[9.24 µM]	15%	u
COC(=O)c1nn(-c2ccc(-c3ccccc3)cc2)cc1O	-2%	-5%	-1%	u	u	0	-18%	u	-1%
CCc1ccc(NC(=O)CSc2nnc(CNC(=O)c3ccc(OC)cc3)o2)cc1	5%	1%	0%	3%	i	45	0%	-16%	u
O=C(N/N=C/c1ccc(-c2cccc([N+](=O)[O-])c2)o1)c1cccs1	0%	-3%	3%	8%	i	35	-5%	9%	4%
CC(=O)NCCNC(=O)C1(C)Cc2c(-c3ccc(C(N)=O)cc3)ccnc2O1 (centres undefined)	0%	x	x	3%	i	15	15%	10%	5%
CCc1ccc(NC(=O)Cn2c(=O)oc3cc(S(=O)(=O)N4CCOCC4)ccc32)cc1	-18%	-3%	-2%	-8%	i	-1	0%	-11%	4%
Cc1cc(=O)n(Cc2ccccc2)c2c1c(C)nn2C	10%	x	x	x	i	x	x	-13%	5%
CCN1CCN(CC(O)COC(c2ccccc2)c2ccccc2C)CC1 (centres undefined)	0%	-18%	3%	0%	u	2	-5%	x	0%
COc1ccc(-c2nnn(CC(=O)N(CC(=O)NC3CCCC3)c3ccccc3)n2)cc1OC	4%	-2%	17%	8%	i	-2	2%	-21%	-8%
O=C1N/C(=C/c2ccc(N3CCOCC3)o2)C(=O)N1c1ccccc1	28%	8.2µM*	3.7µM*	-4%	u	-104*	u	u	-23%
O=C(COC(=O)COc1ccccc1)Nc1ccc(S(=O)(=O)N2CCOCC2)cc1	-2%	7%[1.84 µM]	5%	7%	i	-14	7%	3%	8%
COCC(=O)NC1CC(C)(C)Cc2c1cnn2-c1ccc(F)cc1 (centres undefined)	4%	-17%	-4%	6%	i	2	8%	x	-9%
O=C1OCC2=C1C(c1ccc(F)cc1)c1cc3c(cc1N2)OCO3 (centres undefined)	0.037µM*	0.16µM*	u	0.12µM*	u	56	0.18µM*	u	0.15µM*
COC(=O)c1cc(C#N)c(N(C)Cc2ccccc2)nc1C	-2%	-1%	11%	1%	i	-13	-6%	20%	-29%
CC(C)NC(=O)NC(=O)CSc1nnc(C(F)(F)F)n1C	-2%	-4%	4%	-17%	i	2	-6%	-8%	-1%
O=C(CC1CC1)Nc1ccc2c(c1)[C@@H]1C[C@H](CC(=O)NC3CCCC3)O[C@@H](CO)[C@@H]1O2	4%	x	x	1%	i	15	-6%	-1%	-10%
CC(=O)c1c(C)[nH]c(C(=O)Nc2ccc(F)cc2F)c1C	13%	-9%	1%	-5%	i	55	-11%	28%	u
COc1cc(OC)cc(C(=O)NCC(=O)OCC(=O)Nc2ccc3c(c2)OCO3)c1	-3%	u	0%	0%	i	7	-1%	-11%	-3%
O=C(COc1cccc(Oc2ccccc2)c1)Nc1ccc(SC(F)F)cc1	0%	7.3µM*	0.73µM*	u	i	-1	u	-10%	0%
Cc1ccc([N+](=O)[O-])cc1-c1ccc2cccc(C)c2n1	2%	-5%	-1%	-1%	i	2	13%	-1%	0%
O=C1NN(c2ccccc2)C(=O)/C1=C/c1ccc(-c2cccc(C(=O)O)c2)o1	0%	13%	10%	-4%	i	-5	-2%	20%	-8%
Cc1cc(C)nc(N2CCCC(C(=O)NCc3cccs3)C2)n1 (centres undefined)	1%	-9%	-10%	3%	i	14	8%	2%	16µM*
C=CCc1cccc2cc(C(=O)NCCOC)c(=O)oc12	0%	-5%	2%	5%	i	11	10%	18%	6%
CCn1ncc(Cl)c1C(=O)NC(C)c1ccccc1 (centres undefined)	21%	9%	23%	-2%	i	-17	1%	4%	10%
O=C(CSc1ncccn1)n1c2c(c3ccccc31)CCCC2	-2%	-4%	-2%	-12%	i	0	6%	6%	4%
CC(Oc1ccccc1)C(=O)N1CCN=C1SCc1ccccc1 (centres undefined)	1%	-6%	-4%	19%	i	u	-4%	0%	16%
CCc1cc(C(=O)c2ccc(OC)cc2)c(NC(=O)CN2CCN(C)CC2)s1	u	u	u	-6%	i	-54*	-3%	-1%	u
